# From PubChem
# PLK1 PBD block: inhibitors of human PLK1 polo-box domain binding | actives 2.8% (n = 360,000) | Potency, µM, inactives show max response, negative = inhibition, usual class: inhibitors | Plk1 PBD binding of FITC phosphopeptide, fluorescence polarization | P53350; further: potency means the concentration at half of the fitted maximal effect; series mostly up to about 57 µM; on the % scale 0 is the no-effect control and ±100 the full control effect; nearly all actives have a fitted effect of over 65% in size
# EPAC1 antagonist: blocks human EPAC1 exchange factor. Potency, µM (titrated, usually from 115 µM), without a hit: top-dose activity change, negative = inhibition, usual class: inhibitors. EPAC1 GEF assay, Rap1b-BODIPY-GDP exchange fluorescence. AID 720709. actives 0.14% (n = 360,000);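 further: potency means the concentration at half of the fitted maximal effect; plate controls were vehicle for no effect and positive control for full effect; nearly all actives have a fitted effect of over 50% in size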
# PI5P4K alpha inh: inhibitors of human PI5P4K alpha; P48426; PI5P4Kalpha enzyme, ADP-Glo luminescence, 60 min; hits give low values; max response, %; actives 1.2% (n = 330,000); active means max response of -50% or lower; inconclusive means between -30% and -50%; inactive means -30% or higher; further: value at the top dose of about 77 µM; on the % scale 0 is the no-effect control and ±100 the full control effect
#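 Compounds were pin-transferred onto PI5P4Kalpha and substrate in HEPES pH 7.4 buffer with EGTA, CHAPS and 5% DMSO. ATP (5 microM final) started the reaction, which ran 60 minutes at room temperature before ADP-Glo detection.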
# EPAC2 antagonist: antagonists of human EPAC2; Q8WZA2; EPAC2 GEF exchange of Rap1B-BODIPY-GDP, fluorescence; Potency, µM (highest dose often 114 µM), for inactives: at the top dose activity, negative = inhibition, hits mostly inhibitors; actives 0.18% (n = 360,000); further: potency means the concentration at half of the fitted maximal effect; on the % scale 0 is the no-effect control and ±100 the full control effect; nearly all actives have a fitted effect of over 45% in size; many of its hits are not listed in these tables
# Target sequence (Q8WZA2 whole entry, looked up): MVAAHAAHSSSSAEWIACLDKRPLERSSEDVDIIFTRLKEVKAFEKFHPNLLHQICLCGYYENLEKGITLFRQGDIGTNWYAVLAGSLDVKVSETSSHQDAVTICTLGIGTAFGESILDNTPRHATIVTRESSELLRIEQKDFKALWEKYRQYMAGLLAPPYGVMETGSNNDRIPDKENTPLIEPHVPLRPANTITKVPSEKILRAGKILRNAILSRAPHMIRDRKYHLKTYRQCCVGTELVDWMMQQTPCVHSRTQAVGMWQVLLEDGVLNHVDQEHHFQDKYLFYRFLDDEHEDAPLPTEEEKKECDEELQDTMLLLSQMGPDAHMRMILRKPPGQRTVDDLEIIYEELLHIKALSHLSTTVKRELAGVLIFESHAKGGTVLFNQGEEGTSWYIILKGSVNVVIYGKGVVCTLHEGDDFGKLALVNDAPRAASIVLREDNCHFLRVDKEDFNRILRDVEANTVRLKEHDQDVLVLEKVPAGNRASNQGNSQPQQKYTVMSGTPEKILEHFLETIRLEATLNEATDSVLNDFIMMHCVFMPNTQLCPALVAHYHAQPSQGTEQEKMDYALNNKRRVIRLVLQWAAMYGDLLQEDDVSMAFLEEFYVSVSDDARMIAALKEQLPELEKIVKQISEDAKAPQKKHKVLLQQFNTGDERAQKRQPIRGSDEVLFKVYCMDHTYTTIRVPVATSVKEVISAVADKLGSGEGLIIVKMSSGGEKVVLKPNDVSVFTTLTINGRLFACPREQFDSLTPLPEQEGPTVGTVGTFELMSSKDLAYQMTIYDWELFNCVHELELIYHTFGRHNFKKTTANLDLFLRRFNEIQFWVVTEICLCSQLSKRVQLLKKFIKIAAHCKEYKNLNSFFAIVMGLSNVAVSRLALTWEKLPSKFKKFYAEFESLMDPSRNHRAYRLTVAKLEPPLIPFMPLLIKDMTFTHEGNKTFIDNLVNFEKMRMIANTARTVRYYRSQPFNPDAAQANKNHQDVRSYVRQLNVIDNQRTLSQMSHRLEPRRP
# CCT modulator: modulators of cytosolic chaperonin (CCT/TRiC) activity | actives 0.3% (n = 360,000) | activity change, % (no concentration beside the values), hits read low | purified chaperonin ATPase assay, HTRF ADP detection, 30 min; in the data active means activity change below about -30%; further: on the % scale 0 is the no-effect control and ±100 the full control effect
#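 TRiC (40 or 20 nM final, by batch activity) in 30 mM Tris pH 7.4, 100 mM KCl, 5 mM MgCl2, 1 mM DTT was treated with compound at 76 uM single dose, then 10 uM ATP, 30 min at 37 °C. ADP was read by HTRF Transcreener.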
# Mm-Cpn inhibitor: inhibitors of Methanococcus maripaludis chaperonin (MmCpn). actives 0.031% (n = 330,000). purified Mm-Cpn ATPase, ADP Transcreener TR-FRET. Potency, µM (series often up to 76.9 µM), for the others: top-dose activity, negative = inhibition, most hits filed as inhibitors; further: potency means the concentration at half of the fitted maximal effect; on the % scale 0 is the no-effect control and ±100 the full control effect; nearly all actives have a fitted effect of over 80% in size
#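 ATPase turnover read by TR-FRET ADP competition (Eu cryptate antibody/ADP-d2, 665/590 nm): 10uM ATP final, 25nM Mm-CPN final, 30 min 37degC after 10-min compound preincubation, pH 7.4 Tris/KCl/MgCl2/DTT buffer.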
# EPAC1 agonist: activates human EPAC1 exchange factor; actives 0.073% (n = 360,000); Potency, µM (doses to about 154 µM), for inactives: top-dose activation, most hits filed as activators; O95398; AID 720707; EPAC1 agonist qHTS, biochemical assay; response scale: 100% = response to 6.5 mM cAMP; further: potency means the concentration at half of the fitted maximal effect; nearly all actives have a fitted effect of over 60% in size
#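 Nucleotide exchange assay: 100 nM EPAC1 with 250 nM Rap1B loaded with BODIPY-GDP and 50 uM GDP, room temperature. Fluorescence (480/540 nm) read every 5 min for 30 min; signal change normalized to 6.5 mM cAMP as full agonist.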
# WRN helicase inh: inhibitors of human WRN helicase; Potency, µM (doses to about 114 µM), for the others: at the top dose activity change, negative = inhibition, hits mostly inhibitors; WRN helicase unwinding, fluorescent forked duplex, kinetic; actives 0.46% (n = 360,000); Q14191; further: potency means the concentration at half of the fitted maximal effect; on the % scale 0 is the no-effect control and ±100 the full control effect; nearly all actives have a fitted effect of over 55% in size
#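 Primary qHTS, 1536-well format. 20 nM WRN + compound, 15 min RT; start with 100 nM forked fluorophore/quencher duplex, 2 mM ATP (final); kinetic read ex 525/em 598 nm.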
# Starred values were filed as active, the others as inactive; ? = inconclusive; . = not tested or not shown; [ ] = remark or other dose. Unless noted, the call rests on the fitted dose curve; in most records, active means well fitted curve in the direction sought with a large enough effect; inconclusive means small, poorly fitted or top-dose-only effect, or another doubt; inactive means no such curve, though single readings can be large; an effect the other way counts as inactive or inconclusive. The list is partial; rates above refer to the full screens.
SMILES,PLK1 PBD block,EPAC1 antagonist,PI5P4K alpha inh,EPAC2 antagonist,CCT modulator,Mm-Cpn inhibitor,EPAC1 agonist,WRN helicase inh
COc1cccc(NC(=O)COC(=O)CCC2CCCC2)c1,-3%,-21%,11,-7%,-0.9,1%,-9%,-2%
COc1ccccc1NC(=O)CCCC(=O)OCC(F)(F)C(F)F,-7%,0%,.,-1%,-0.4,-2%,6%,-12%
CN(C)C(=O)c1ccc(NC(=O)c2cncc(Br)c2)cc1,1%,0%,.,2%,-1.7,0%,2%,5%
O=S(=O)(Nc1ncnc2scc(-c3ccc(F)cc3)c12)c1cc(F)ccc1F,-27%,-13%,-9,?,-0.5,-2%,3%,-1%
CCOc1ccc(-c2nnc3sc(-c4ccccc4OC)nn23)cc1,-2%,-5%,.,9%,-1.2,.,-3%,0%
COC(=O)/C=C/c1oc2ccccc2c1C,-12%,6%,2,-16%,-2.7,1%,-1%,7%
COc1ccc(C)cc1Cn1c(S(C)(=O)=O)nc2ccccc21,-17%,0%,.,-7%,-1.0,-2%,6%,-4%
O=C(N/N=C/c1cccs1)c1ccccn1,-3%,-4%,.,-1%,-7.4,3%,5%,-2%
O=C(CCNC(=O)c1ccc(Br)cc1)NCC(c1ccco1)N1CCCCC1 (stereo not given),-8%,-7%,2,1%,-1.3,1%,5%,-1%
Cc1ccc(NC(=O)C(=O)NCCN2CCN(S(C)(=O)=O)CC2)cc1C,-1%,-6%,5,10%,0.2,3%,-7%,4%
COc1ccc(CNC(=O)C2CCCN(S(=O)(=O)N3CC(C)CC(C)C3)C2)c(OC)c1 (stereo not given),-10%,18%,2,-5%,-1.4,-3%,2%,-9%
COc1ccccc1NC(=O)Nc1ccccc1C(=O)NCCCN1CCOCC1,-7%,6%,1,0%,1.4,0%,6%,-13%
O=C(c1nn(-c2ccccc2)c(=O)c2ccccc12)N1CCN(c2ncccn2)CC1,-12%,-2%,3,-3%,-2.2,1%,2%,-1%[57.1 µM]
CCOc1cc(-c2nc3ccccn3c2NCC2CCCO2)ccc1O (stereo not given),2%,9%,-2,4%,1.2,1%,-3%,3%
CN(c1ncc(C(F)(F)F)cc1Cl)n1cc(C(N)=O)c2ccccc2c1=O,-18%,-1%,9,4%,-1.4,2%,-4%,-6%
Cc1nn(-c2ccccc2)c2sc(C(=O)N(CC(=O)NC3CCCC3)Cc3ccco3)cc12,?,-25%,6,-9%,-0.8,1%,-10%,1%
COc1ccccc1CNC(=O)CN(c1ccc(C)cc1)S(=O)(=O)c1c(C)n[nH]c1C,0%,-14%,0,-7%,-4.2,1%,0%,-1%
C[C@@H]1CN([C@@H](C)CO)C(=O)CCCn2nncc2CO[C@@H]1CN(C)S(=O)(=O)c1ccccc1F,-7%,12%,1,-2%,0.5,.,-5%,8%
O=C(c1cc(=O)[nH]c2ccccc12)N1CCc2ccccc2C1,-10%,8%,3,13%,2.3,3%,3%,8%
CC(=O)Nc1ccc(NC(=O)CN(C)CC(=O)Nc2ccccc2Br)cc1,0%,20%,4,-1%,1.5,-2%,1%,6%
Cc1nn(CC(=O)c2ccc(Br)s2)c(C)c1[N+](=O)[O-],13%,6%,-12,10%,0.9,-20%,-4%,-3%
O=C(CSc1ncnc2c1oc1ccccc12)NCc1ccco1,-16%,2%,.,-3%,1.1,?,3%,-13%[57.1 µM]
CC(C)c1nc(C(N)=O)c2[nH]c(=O)n(-c3ccc(F)cc3)c2n1,-6%,6%,-14,4%,-6.6,3%,10%,-3%
CCOc1ccc(N=C2NC(=O)S/C2=C\c2ccc(N(C)C)cc2)cc1,-6%,-7%,.,61%[activator],0.5,-7%,-9%,?

# Structural class: the compounds so far containing an NH in an aromatic ring (3)
SMILES,PLK1 PBD block,EPAC1 antagonist,PI5P4K alpha inh,EPAC2 antagonist,CCT modulator,Mm-Cpn inhibitor,EPAC1 agonist,WRN helicase inh
COc1ccccc1CNC(=O)CN(c1ccc(C)cc1)S(=O)(=O)c1c(C)n[nH]c1C,0%,-14%,0,-7%,-4.2,1%,0%,-1%
O=C(c1cc(=O)[nH]c2ccccc12)N1CCc2ccccc2C1,-10%,8%,3,13%,2.3,3%,3%,8%
CC(C)c1nc(C(N)=O)c2[nH]c(=O)n(-c3ccc(F)cc3)c2n1,-6%,6%,-14,4%,-6.6,3%,10%,-3%

# The list continues.
SMILES,PLK1 PBD block,EPAC1 antagonist,PI5P4K alpha inh,EPAC2 antagonist,CCT modulator,Mm-Cpn inhibitor,EPAC1 agonist,WRN helicase inh
C(=N\N=C\c1ccccc1)/c1ccccc1,-14%,-13%,-6,-2%,0.5,2%,1%,-2%
CCN(CC)S(=O)(=O)N1CCC(C(=O)NC2CCCC2)CC1,0%,-2%,.,-4%,-3.1,0%,10%,-1%
O=C(CN1CCC(C(=O)c2cccc(Cl)c2)CC1)Nc1ccc(C(=O)O)cc1,-1%,-6%,3,?,0.1,-3%,9%,-6%
CC1(C(=O)NS(=O)(=O)c2cccc(Cl)c2)CCN1C(=O)CC1CCCC1 (stereo not given),-14%,2%,-9,-3%,-0.5,.,-5%,3%
Cc1nn(-c2ncc(C(F)(F)F)cc2Cl)c(=O)n1-c1ccccc1Cl,1%,-16%,-2,-5%,1.8,1%,1%,-8%
Cc1cc[n+](Cc2ccccc2)c(N)c1,0%,0%,0,38%[activator],-0.7,0%,6%,1%
COc1ccc(CNC(=O)C2CSC(c3ccc(OC)cc3)N2C(C)=O)cc1 (stereo not given),-4%,-1%,-7,-10%,-17,-1%,-3%,11%
CCCC/C(C)=N/NC(=O)NC1CCCCC1,-1%,5%,12,-3%,1.0,0%,2%,-6%
COc1ccc(CC(=O)Nc2nc(-c3cccc([N+](=O)[O-])c3)cs2)cc1,-3%,-7%,-2,-4%,1.1,2%,-5%,0%
O=C(Cc1ccc(S(=O)(=O)N2CCOCC2)s1)N1CCN(c2ccc(C(F)(F)F)cc2[N+](=O)[O-])CC1,3%,?,-4,-13%,0.2,-1%,-25%,-5%
O=C(CSc1ccc(Cl)cc1)Nc1ncccn1,?,-1%,1,6%,-2.3,0%,-1%,8%
Cc1nc2nc(SCC(=O)NCCCN3CCCCCC3)nn2c(C)c1Cc1ccccc1,-13%,5%,3,4%,0.6,2%,-5%,-1%
Cc1ccccc1NC(=O)Cn1c(=O)n(-c2ccc(CC(=O)NCC3CCCO3)cc2)c(=O)c2ccccc21 (stereo not given),2%,-5%,-1,5%,-3.1,?,0%,-4%
Cc1ccc(-n2ncc3c(=O)n(CC(=O)N4CCN(c5ccccc5F)CC4)cnc32)cc1C,-8%,6%,4,3%,-1.7,1%,2%,9%
COc1ccc(C(=O)N/C(=C\c2ccc(Cl)cc2)C(=O)NCCN2CCOCC2)cc1,3%,7%,1,-20%,0.5,.,3%,0%
O=C(Nc1ccc(Cl)c(S(=O)(=O)N2CCCC2)c1)c1cc(=O)[nH]c2ccccc12,-19%,-5%,-8,-11%,0.3,-2%,10%,2%
O=C(OCn1nnc2ccccc2c1=O)c1cccnc1,-2%,12%,-1,1%,0.3,1%,5%,-4%
O=C(Nc1ccccc1O)c1ccc(NC(=O)C2CC2)cc1,-1%,-5%,0,-8%,-2.3,1%,-19%,-4%
CCOC(=O)C(=CNc1cccc(C)c1C)C(=O)OCC,-7%,-9%,.,-10%,-122*,-3%,7%,-7%
CC(Sc1ncc(C#N)c(N)n1)C(=O)Nc1ccccc1 (stereo not given),-7%,1%,-7,6%,0.0,0%,4%,5%
Cc1cc2cc3c(cc2nc1SCC(=O)OC(C)C)OCO3,-4%,12%,6,0%,0.9,-1%,15%,4%
CCOC(=O)c1cccc(NC(=O)CC2Oc3ccccc3NC2=O)c1 (stereo not given),-11%,1%,-12,17%,-1.9,2%,-10%,2%
CCOc1ccccc1-n1c(SCC(=O)NC(C)CC)nnc1-c1ccoc1C (stereo not given),-8%,6%,1,-3%,0.1,-1%,4%,1%
CCOc1cc(/C=C2/SC(=S)N(CC(=O)O)C2=O)ccc1OC(=O)c1cccs1,?,-9%,-3,?,-1.4,5%,-7%,-11%[11.6 µM]
CCOC(=O)c1c(C)[nH]c(C)c1S(=O)(=O)N1CCN(c2cccc(C)c2)C(C)C1 (stereo not given),-10%,-16%,4,-23%,-1.0,-1%,-2%,-8%
Cc1cc(-c2ccc3ccccc3c2)n2ncnc2n1,-3%,-3%,0,5%,-1.1,-3%,-14%,12%
COc1ccc(C)cc1NC(=O)C1CCC(CNc2c(N3CCOCC3)c(=O)c2=O)CC1 (stereo not given),3%,-2%,-3,3%,-2.5,-1%,-6%,12%
Cc1cccc(NC(=O)CN2CCN(C(=O)CNC(=O)Cc3cccc4ccccc34)CC2)c1C,1%,-13%,-6,0%,-1.5,-1%,-3%,-1%
CC(C)c1ccc(Oc2cccc(C(=O)/C(C#N)=C/N(C)C)c2)cc1,-17%,-13%,1,-18%,0.6,-3%,8%,-20%
CSc1ncc(C(C)=O)c(C)n1,-3%,-1%,-2,8%,-2.7,-2%,22%,2%
COc1ccc(N(CC(O)CN2CCOCC2)S(=O)(=O)c2ccc(C)cc2)cc1 (stereo not given),-1%,2%,-2,3%,-2.0,1%,13%,-2%[57.1 µM]
CC(=O)Nc1ccc(S(=O)(=O)N2CCN(S(=O)(=O)c3ccc(NC(C)=O)cc3)CC2)cc1,-3%,-15%,1,0%,0.1,0%,-6%,3%
COc1cccc(NC(=O)N(C)C[C@@H]2OCc3cn(nn3)CCCC(=O)N([C@H](C)CO)C[C@H]2C)c1,-8%,13%,1,2%,0.0,.,-1%,6%
CCOC(=O)CNC(=O)N1CCCC(CCC(=O)NCc2ccc(F)c(F)c2)C1 (stereo not given),-5%,-4%,2,4%,1.6,2%,4%,-8%
COC(=O)CN1C(=S)N(C)C(=O)C1CC(=O)Nc1ccccc1 (stereo not given),-7%,-2%,0,-25%,1.8,1%,7%,-22%[57.1 µM]
Cc1cccc(NC2=C/C(=N/S(=O)(=O)c3cccs3)c3ccccc3C2=O)c1,-3%,0%,-23,-11%,0.4,1%,11%,-16%
CN(C)C1(CNC(=O)C2CCN(S(=O)(=O)c3c(Cl)cccc3Cl)CC2)CCCCC1,-5%,6%,-1,-5%,0.5,2%,4%,-5%
COC(=O)C(Cc1ccccc1)NC(=O)c1ccc(C)cc1 (stereo not given),-9%,-30%,-1,6%[57.1 µM],-4.5,2%,4%,5%
CC1CC2(CC(CN(C3CCCCC3)C3CCCCC3)OC2=O)C(=O)O1 (stereo not given),-3%,-15%,1,5%,-0.3,.,4%,0%
COc1c(S(=O)(=O)NCCN2CCOCC2)ccc(Cl)c1Cl,-10%,11%,.,-1%,-1.6,1%,9%,-4%
